Bioassay records: PubChem BioAssay, The Scripps Research Institute Molecular Screening Center
PAFAH1B3 inh – PAFAH1B3 enzyme inhibitors, primary screen, biochemical, fluorescence polarization, human; 0.28% of 340,000 active; inhibition, % at 3.39 µM; recombinant PAFAH1B3, FP-rhodamine probe;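 active = inhibition above the screen-wide average of all tested compounds plus 3 SD, cut at about 25% in these data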;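 note: 0% = enzyme with DMSO only and 100% = wells lacking PAFAH1B3 protein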
LYPLA2 counter – LYPLA2 inhibitors, primary screen, counter-screen for PME1 inhibitor project, biochemical, fluorescence polarization, FP-Rh probe ABPP; inhibition, % at 5.9 µM; AID 2177, 2009; 0.38% of 320,000 active; recombinant LYPLA2;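 active = inhibition above the screen-wide mean plus 3 SD, limit set per campaign, cut at about 26% in these data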;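 note: 0% = LYPLA2 with DMSO and 100% = wells lacking LYPLA2 enzyme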
Target sequence (O95372 whole entry, looked up): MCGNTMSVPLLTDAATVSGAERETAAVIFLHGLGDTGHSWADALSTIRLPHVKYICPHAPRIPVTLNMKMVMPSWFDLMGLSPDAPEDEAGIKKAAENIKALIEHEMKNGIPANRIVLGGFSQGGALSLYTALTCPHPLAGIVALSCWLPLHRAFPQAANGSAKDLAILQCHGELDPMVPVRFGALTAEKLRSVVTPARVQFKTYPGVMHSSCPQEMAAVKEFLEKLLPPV
GSTO1 inh – inhibitors of recombinant GSTO1, primary screen, counter-screen for RBBP9 inhibitor project, biochemical, fluorescence polarization; Glutathione S-transferase omega-1 (Homo sapiens), P78417; activity-based probe fluorescence polarization; inhibition, % at 5.96 µM; 1.1% of 300,000 active;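 active = inhibition above the campaign mean inhibition plus 3 SD, cut at about 35% in these data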;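 note: 0% = GSTO1-1 with DMSO and 100% = wells lacking GSTO1-1 enzyme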
pPAFAH inh – pPAFAH enzyme inhibitors, primary screen, biochemical, fluorescence polarization, human; recombinant pPAFAH, FP-rhodamine probe fluorescence polarization; inhibition, % at 3.39 µM; 1.5% of 330,000 active;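 active = inhibition above the mean inhibition across the screen plus 3 SD, cut at about 25% in these data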;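 note: inhibitors block binding of the rhodamine activity-based probe so polarization drops; 0% = enzyme with DMSO and 100% = wells lacking pPAFAH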
LYPLA1 counter – LYPLA1 inhibitors, primary screen, counter-screen for PME1 inhibitor project, biochemical, fluorescence polarization, FP-Rh probe ABPP. Acyl-protein thioesterase 1 (Homo sapiens), O75608. recombinant LYPLA1. inhibition, % at 5.9 µM. 0.16% of 320,000 active;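 active = inhibition above the mean of all tested compounds plus 3 SD, set per campaign, cut at about 14% in these data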;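 note: inhibitors block serine hydrolase probe labeling of LYPLA1 so polarization falls; 0% = enzyme with DMSO and 100% = wells lacking LYPLA1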
PAFAH1B2 inh – PAFAH1B2 enzyme inhibitors, primary screen, biochemical, fluorescence polarization, human; Platelet-activating factor acetylhydrolase IB subunit alpha2 (Homo sapiens), P68402; recombinant PAFAH1B2, FP-rhodamine activity probe; inhibition, % at 3.39 µM; 1.2% of 340,000 active; AID 492953, 2010;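 active = inhibition above the mean of all tested compounds plus 3 SD, cut at about 24% in these data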;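 note: 0% = enzyme with DMSO and 100% = wells lacking PAFAH1B2; many of its hits are not listed in these tables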
PAD4 FP inh – human PAD4 inhibitors, primary screen, biochemical, fluorescence polarization, 1536-well format. recombinant PAD4, RCA probe fluorescence polarization. inhibition, % at 6.36 µM. 0.41% of 330,000 active. AID 485272, 2010;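 active = percent inhibition above a cutoff equal to the mean of all tested compounds plus 3 SD, cut at about 15% in these data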;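 note: 0% = PAD4 with RCA probe and DMSO and 100% = probe without PAD4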
Target sequence (Q9UM07 whole entry, looked up): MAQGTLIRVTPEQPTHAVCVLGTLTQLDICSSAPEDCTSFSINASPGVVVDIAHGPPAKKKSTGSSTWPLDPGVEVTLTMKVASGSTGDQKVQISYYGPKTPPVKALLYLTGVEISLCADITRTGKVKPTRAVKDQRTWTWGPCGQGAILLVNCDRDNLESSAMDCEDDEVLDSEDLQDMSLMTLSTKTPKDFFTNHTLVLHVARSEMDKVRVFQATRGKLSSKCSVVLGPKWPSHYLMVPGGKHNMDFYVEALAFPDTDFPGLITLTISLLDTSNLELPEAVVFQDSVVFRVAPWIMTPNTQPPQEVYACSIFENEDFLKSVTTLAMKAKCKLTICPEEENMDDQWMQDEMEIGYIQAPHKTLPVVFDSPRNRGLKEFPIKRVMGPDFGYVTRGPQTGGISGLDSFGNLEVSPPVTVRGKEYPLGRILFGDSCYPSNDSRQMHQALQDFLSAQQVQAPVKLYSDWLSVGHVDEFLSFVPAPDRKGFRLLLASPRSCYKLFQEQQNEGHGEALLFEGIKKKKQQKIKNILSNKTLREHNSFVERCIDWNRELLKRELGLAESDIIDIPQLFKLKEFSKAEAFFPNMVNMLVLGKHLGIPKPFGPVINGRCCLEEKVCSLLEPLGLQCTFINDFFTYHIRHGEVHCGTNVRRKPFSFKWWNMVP
PME-1 primary – PME-1 inhibitors via competitive probe labeling, primary screen, biochemical, fluorescence polarization, FP-Rh probe, HTS; Protein phosphatase methylesterase 1 (Homo sapiens), Q9Y570; recombinant PME-1; inhibition, % at 5.9 µM; 0.53% of 320,000 active; AID 2130, 2009;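 active = inhibition above the campaign mean of all compounds plus 3 SD, cut at about 26% in these data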;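 note: competitive labeling of PME-1 active site by serine hydrolase directed probe; 0% = PME-1 with DMSO and 100% = wells lacking PME-1 enzyme; inhibitors block probe labeling so polarization falls and inhibition rises; many of its hits are not listed in these tables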
PAFAH2 inh – PAFAH2 enzyme inhibitors, primary screen, biochemical, fluorescence polarization, human | Platelet-activating factor acetylhydrolase 2, cytoplasmic (Homo sapiens), Q99487 | recombinant PAFAH2, FP-rhodamine activity probe | inhibition, % at 3.39 µM | 0.99% of 340,000 active;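 active = inhibition above the mean over all tested compounds plus 3 SD, cut at about 30% in these data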;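 note: inhibitors block probe labeling of enzyme so polarization drops; 0% = enzyme with DMSO and 100% = wells lacking PAFAH2 protein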
Numbers without * were called inactive; . = no result given. An excerpt; rates above refer to the full screens.

SMILES	PAFAH1B3 inh	LYPLA2 counter	GSTO1 inh	pPAFAH inh	LYPLA1 counter	PAFAH1B2 inh	PAD4 FP inh	PME-1 primary	PAFAH2 inh
Cc1ccc(S(=O)(=O)N2CCC(C(=O)N[C@H](C(=O)NC3CCS(=O)(=O)C3)C(C)C)CC2)cc1 (stereo not given in full)	11	1	0	-1	-1	14	-2	-1	-1
C=CCNC(=O)CN(c1ccc(OC)cc1OC)S(C)(=O)=O	-2	-1	-1	4	-4	5	-3	-7	2
CNC(=S)N(CCc1c(C)[nH]c2ccc(F)cc12)Cc1cccnc1	2	-8	6	8	-1	2	4	-3	0
CCCCN1C(=S)NC[C@@H]1Cc1cccc2ccccc12	-3	-1	9	-7	0	-3	-6	-1	-3
CSc1ccccc1NC(=O)CN(C)CC(=O)Nc1ccccc1F	-1	4	-2	0	1	1	-2	-6	-4
Cc1ccc(-c2nnn(CC(=O)O)n2)cc1	12	6	5	5	1	1	-2	-3	9
Cc1ccc(C)c(NCC(=O)NNC(=S)Nc2ccccc2)c1	12	-4	-6	-1	-5	10	0	2	-1
O=c1c2cc(Cl)ccc2[nH]c(=S)n1Cc1ccco1	10	-3	-2	9	-4	2	-2	-7	5
O=C(NCCCN1CCN(c2ccccc2)CC1)C1CCCN(c2ncnc3c2nc2n3CCCCC2)C1 (stereo not given)	3	3	0	2	3	-5	-2	-5	-2
O=C(OCCCOc1ccc(F)cc1)c1ccc(O)cc1O	5	7	-6	3	1	3	-1	1	2
Cc1cc(Cl)c2ccc(Cl)cc2n1	-2	4	0	2	0	-1	4	8	3
O=C(Nc1nnc(-c2cccs2)s1)C1CC1	3	-1	5	1	0	2	0	2	8
Cn1c(=O)c2c(nc(CN3CCCCC3)n2CCCc2ccccc2)n(C)c1=O	6	0	2	-5	1	-5	-3	-2	2
c1ccc(Cn2c[n+](Cc3ccccc3)c3ccccc32)cc1	6	5	21	0	0	2	2	1	2
CCN(CC)S(=O)(=O)c1ccc(C(=O)NCCc2ccccn2)cc1	7	0	14	2	-1	0	-3	-6	-2

Three entries out of the list above, arranged by the value under PME-1 primary, ascending.
| SMILES | PAFAH1B3 inh | pPAFAH inh | PAFAH1B2 inh | PAD4 FP inh | PME-1 primary | PAFAH2 inh |
| --- | --- | --- | --- | --- | --- | --- |
| Cn1c(=O)c2c(nc(CN3CCCCC3)n2CCCc2ccccc2)n(C)c1=O | 6 | -5 | -5 | -3 | -2 | 2 |
| CCCCN1C(=S)NC[C@@H]1Cc1cccc2ccccc12 | -3 | -7 | -3 | -6 | -1 | -3 |
| O=C(OCCCOc1ccc(F)cc1)c1ccc(O)cc1O | 5 | 3 | 3 | -1 | 1 | 2 |

Continued:
SMILES	PAFAH1B3 inh	LYPLA2 counter	GSTO1 inh	pPAFAH inh	LYPLA1 counter	PAFAH1B2 inh	PAD4 FP inh	PME-1 primary	PAFAH2 inh
Cc1nonc1OCC(C)(COc1nonc1C)NC(=O)c1ccccc1	10	-5	5	-1	-5	2	5	1	-1
O=C(/C=C/C(=O)NCc1cccs1)NCc1cccs1	0	6	-15	7	-2	4	1	1	2
CCN(CC)CCCn1c(SCC(=O)Nc2cccc(F)c2)nnc1-c1ccoc1C	-3	0	6	-6	-3	-1	-4	1	1
CCOC(=O)[C@@H]1[C@H]2COc3ccc(Br)cc3[C@@H]2N2C(=O)N(c3ccc(Cl)cc3)C(=O)[C@@]12C	-1	.	.	-2	.	1	0	.	-1
Cc1ccc(C)c(N(CC(=O)NC2CCCC2)C(=O)c2cc3cc4cc(C)ccc4nc3s2)c1	0	1	1	3	-2	2	-2	0	5
CC1CCCCC12NC(=S)N(c1ccccc1)N2 (stereo not given)	5	5	8	3	0	-4	-1	3	2
COc1ccc(S(=O)(=O)NC2CC(=O)N(c3cccc(F)c3)C2)cc1OC (stereo not given)	0	-3	4	7	-3	2	0	9	3
CCN(CC)CCNC(=O)Cn1cnc2sc(C)c(S(=O)(=O)N3CCOCC3)c2c1=O	3	-3	-3	5	1	9	2	-2	0
Cc1ccccc1N/C(=N/S(=O)(=O)c1cc(F)ccc1F)c1ccccc1	-1	6	1	4	2	-2	1	-4	2
COc1ccc2sc(-c3ccccc3OC)c(-c3ccc(O)cc3)c2c1	4	0	.	2	-2	8	2	2	0
Cc1noc(C)c1C(=O)Nc1sccc1C(N)=O	9	.	.	-1	.	2	-8	.	-9
CCOC(=O)C1=C(COC(=O)c2ccc(OC(C)C)cc2)NC(=O)NC1C (stereo not given)	-6	4	-6	5	6	-1	-1	-7	5
O=C(COC(=O)Cc1cccs1)Nc1cccc(S(=O)(=O)N2CCOCC2)c1	12	0	8	12	3	12	4	-4	18
O=C(Nc1cc(=O)[nH]c2nc(-c3ccccc3)nn12)c1ccccc1Cl	0	-2	-16	-5	0	2	1	-2	0
CCCNC(=O)Cn1c(-c2ccc(F)cc2)cc(C(=O)OCC)c1C	0	2	-2	7	0	4	-1	4	2
O=c1[nH]c2ccccc2nc1NCc1ccccc1	3	1	2	5	3	-2	1	-4	5
Cc1sccc1/C=N/NC(=O)c1ccco1	5	4	1	-3	1	2	2	3	-2
COCc1[nH]nc2c1C1(C(=O)Nc3ccc(F)cc31)C(C#N)=C(N)O2 (stereo not given)	-3	-1	9	0	0	6	3	-5	1
O=C(COC(=O)c1ccc(CO)cc1)c1ccc(S(=O)(=O)N2CCCCC2)cc1	-2	14	.	9	-1	3	0	0	-2
O=C(CCN1C(=O)c2ccccc2C1=O)Nc1ccc(-c2nc3ccccc3o2)cc1	-12	7	-5	2	4	-2	-6	1	-5
CCCC(=O)NNc1cc(=O)c2c(=O)n(C)c(=O)n(C)c2[nH]1	9	2	10	4	-2	2	-4	-1	-2
CC(C)CN(C(=O)CSc1nncn1-c1ccccc1)c1c(N)n(CC(C)C)c(=O)[nH]c1=O	9	5	-4	-1	1	4	-6	-3	-2
Cc1noc(C)c1C(=O)NC1=NCCS1	10	-7	-1	-10	1	1	-13	-4	7
Cc1nonc1OCC(C)(COc1nonc1C)NC(=O)c1ccc(Cl)cc1	6	4	-8	6	0	1	-2	-2	-1
CC(=O)Nc1ccc2[nH]c3ccccc3c2c1	8	6	1	7	-4	2	-4	-1	5
O=C(COC(=O)c1cncc(Br)c1)NC1CCCCCC1	7	3	-2	2	0	4	-5	-2	20
CCn1c(=O)c2c(nc(SCC(=O)NC3CCCC3)n2C)n(C)c1=O	5	-3	-1	6	-1	5	-1	1	-3
CCN(CC)C(=O)CSc1nnc([C@@H](N)C(C)C)o1	8	0	-7	-5	3	4	-6	-4	10
CSc1ccccc1OCc1cc(C(=O)NCc2ccc(C)s2)no1	7	-8	4	7	-4	2	-3	-1	7
O=C(CCCN1C(=O)/C(=C/c2cccs2)SC1=S)Nc1ccc(O)cc1	15	-12	16	1	-8	8	-3	0	7
Cc1ccc(Cl)c(OCC(=O)Nc2cccnc2)c1	9	-2	2	3	4	4	0	0	1
COCC(C)(C)COS(N)(=O)=O	2	4	1	2	-4	-3	3	1	-1
COc1ccc(NC(C)C(=O)N2CCN(Cc3ccccc3)CC2)cc1 (stereo not given)	5	2	-1	6	-1	-1	-3	-2	-9
COCCNC(=O)c1ccc(N2CC3CC(C2)c2cccc(=O)n2C3)c(NC(=O)c2ccc(F)cc2)c1 (stereo not given)	5	19	4	3	5	5	1	10	3
CC1CCCCN1C(=O)Cn1nnc(-c2cccnc2)n1 (stereo not given)	4	2	0	-5	1	-1	-4	-11	-4
Cc1ccc(NC(=O)C2CCN(S(=O)(=O)c3ccc4c(c3)OCCO4)CC2)nc1	-1	12	-5	-2	0	2	1	4	4
Cc1ccc2nc3c(cc(C(=O)NCCCn4ccnc4)n3C)c(=O)n2c1	-7	13	-5	3	3	4	-1	-5	4
Cc1ccc(CSc2nnc(-c3ccccc3N)c(=O)[nH]2)cc1	-1	5	4	6	-1	23	-3	-1	-4
Cc1ccc(CNC(=O)Cc2ccc(Br)cc2)cc1	3	3	18	11	0	8	4	-1	2
COCCCN(C(=S)NC(=O)C12CC3CC(CC(C3)C1)C2)c1c(N)n(Cc2ccccc2)c(=O)[nH]c1=O	2	0	3	5	-3	16	0	-1	-9
O=C(CC1C(=O)NCCN1C(=O)Nc1ccccc1)Nc1ccc2c(c1)OCO2 (stereo not given)	-1	-1	5	4	-4	-3	-1	-3	-2
COc1ccc2sc(N3C(=O)CC(Cc4cccc(C)c4)C3=O)nc2c1 (stereo not given)	7	7	0	2	1	2	-1	-2	9
O=C(CSc1ncccc1C(=O)O)NC1CCCCC1	-5	10	6	4	1	4	0	-1	0
FC(F)(F)COc1cc(-c2nnc(SCc3ccccc3)n2Cc2ccco2)cc(OCC(F)(F)F)n1	4	-4	0	12	-3	2	3	-4	-1
Cc1ccc(S(=O)(=O)NC2=NCN(CC(=O)O)CN2)cc1	9	-3	6	1	-1	5	-1	1	-3
CCOC(=O)c1ccccc1NC(=O)c1c(F)c(F)c(F)c(F)c1F	-2	-3	-9	4	0	2	1	-4	-7

Part of the list above in another layout:
Under each structure: PAFAH1B3 inh	LYPLA2 counter	GSTO1 inh	pPAFAH inh	LYPLA1 counter	PAFAH1B2 inh	PAD4 FP inh	PME-1 primary	PAFAH2 inh
Cc1ccc(NC(=O)C2CCN(S(=O)(=O)c3ccc4c(c3)OCCO4)CC2)nc1
  -1	12	-5	-2	0	2	1	4	4
Cc1ccc2nc3c(cc(C(=O)NCCCn4ccnc4)n3C)c(=O)n2c1
  -7	13	-5	3	3	4	-1	-5	4
Cc1ccc(CSc2nnc(-c3ccccc3N)c(=O)[nH]2)cc1
  -1	5	4	6	-1	23	-3	-1	-4
Cc1ccc(CNC(=O)Cc2ccc(Br)cc2)cc1
  3	3	18	11	0	8	4	-1	2
COCCCN(C(=S)NC(=O)C12CC3CC(CC(C3)C1)C2)c1c(N)n(Cc2ccccc2)c(=O)[nH]c1=O
  2	0	3	5	-3	16	0	-1	-9
O=C(CC1C(=O)NCCN1C(=O)Nc1ccccc1)Nc1ccc2c(c1)OCO2 (stereo not given)
  -1	-1	5	4	-4	-3	-1	-3	-2
COc1ccc2sc(N3C(=O)CC(Cc4cccc(C)c4)C3=O)nc2c1 (stereo not given)
  7	7	0	2	1	2	-1	-2	9
O=C(CSc1ncccc1C(=O)O)NC1CCCCC1
  -5	10	6	4	1	4	0	-1	0
FC(F)(F)COc1cc(-c2nnc(SCc3ccccc3)n2Cc2ccco2)cc(OCC(F)(F)F)n1
  4	-4	0	12	-3	2	3	-4	-1
Cc1ccc(S(=O)(=O)NC2=NCN(CC(=O)O)CN2)cc1
  9	-3	6	1	-1	5	-1	1	-3
CCOC(=O)c1ccccc1NC(=O)c1c(F)c(F)c(F)c(F)c1F
  -2	-3	-9	4	0	2	1	-4	-7
